Screening data: PubChem BioAssay, National Center for Advancing Translational Sciences (NCATS)
Rab9 prom act: activators of Rab9 promoter. Huh7 Rab9 promoter-luciferase reporter, luminescence, 24 h. Potency, µM (doses to about 9.22 µM), for inactives: at the highest dose activation, negative = inhibition, actives largely listed as activators. 2.8% of 320,000 active. AID 485297; further: potency means the concentration at half of the fitted maximal effect; % of control where 0% means no effect; nearly all actives have a fitted effect of over 60% in size
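Promoter activation is measured as luciferase luminescence in Huh7 cells stably transfected with a Rab9 promoter–luciferase construct, following 24 h compound exposure at 37 °C and 10 min reagent incubation at ambient temperature.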
RORgamma inh: inhibitors of mouse ROR gamma transcriptional activity; 5.4% of 310,000 active; Potency, µM (top dose mostly 53.6 µM), inactives show at the highest dose activity change, negative = inhibition, actives largely listed as inhibitors; Drosophila S2 Gal4-RORgamma UAS-luciferase reporter, 20 h; P51450; AID 2551; further: potency means the concentration at half of the fitted maximal effect; on the % scale 0 is the no-effect control and ±100 the full control effect; nearly all actives have a fitted effect of over 60% in size
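Schneider cells (Drosophila), stable Gal4 DBD–ROR gamma + UAS-luc; 1 hr cmpd preincubation; Cu2+ induction 700 uM final; 20 hr ambient; luminescence.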
MBNL1-CUG inh: blocks human MBNL1 binding to CUG repeat RNA; TR-FRET MBNL1-His/biotin-(CUG)12 binding, 665/545 ratio; AID 2675; 0.036% of 280,000 active; Potency, µM (titrated, usually from 57.5 µM), inactives show at the top dose activity change, negative = inhibition, actives largely listed as inhibitors; Q9NR56; active means well fitted inhibition curve with a large enough effect in the signal ratio, with a control signal flat, not every such curve was filed as active; inconclusive means small, poorly fitted or top-dose-only effect, or effect the other way, or a change in a side signal; inactive means no such curve, though single readings can be large or run the other way; the % refers to the signal ratio; further: potency means the concentration at half of the fitted maximal effect; on the % scale 0 is the no-effect control and ±100 the full control effect
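MBNL1-His + Biotin-(CUG)12, cpd titration 92 nM–58 uM; Tb anti-His Ab 0.055 ng/ul, SA-XL665 5 nM (final); 60 min RT; ratiometric 665/545 nm, Ex 340 nm; normalized to buffer and full-complex controls.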
PKM2 activator: PKM2 (human) enzyme activation; P14618; purified PKM2, Kinase-Glo ATP luminescence, activation; response scale: 0% is enzyme alone, no compound; Potency, µM (doses to about 57.5 µM), without a hit: at the highest dose activation, usual class: activators; 0.34% of 260,000 active; further: potency means the concentration at half of the fitted maximal effect; on the % scale 0 is the no-effect control and ±100 the full control effect; nearly all actives have a fitted effect of over 55% in size
Target sequence (P14618 whole entry, looked up): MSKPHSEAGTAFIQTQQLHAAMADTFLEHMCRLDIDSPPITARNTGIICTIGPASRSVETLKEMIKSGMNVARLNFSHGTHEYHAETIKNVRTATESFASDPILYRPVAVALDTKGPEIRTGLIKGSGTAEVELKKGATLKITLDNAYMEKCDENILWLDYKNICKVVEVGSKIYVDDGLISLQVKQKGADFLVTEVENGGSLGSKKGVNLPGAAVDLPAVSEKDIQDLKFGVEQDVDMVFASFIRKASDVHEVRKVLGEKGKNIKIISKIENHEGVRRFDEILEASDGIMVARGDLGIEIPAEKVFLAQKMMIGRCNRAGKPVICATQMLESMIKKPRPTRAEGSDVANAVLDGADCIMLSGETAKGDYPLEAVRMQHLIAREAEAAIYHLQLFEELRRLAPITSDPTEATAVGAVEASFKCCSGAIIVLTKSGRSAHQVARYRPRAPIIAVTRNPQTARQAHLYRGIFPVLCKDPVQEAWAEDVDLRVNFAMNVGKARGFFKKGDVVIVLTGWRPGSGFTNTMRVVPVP
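Kinase-Glo luminescence reports ATP generated from ADP (0.1 mM) and PEP (0.5 mM) by purified hPK-M2 after 1 h at room temperature, pH 7.2 imidazole buffer; intermediate enzyme activity allows detecting inhibitors and activators.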
NPC1 prom act: activators of NPC1 promoter | 2.4% of 320,000 active | Huh7 NPC1 promoter luciferase reporter, 24 h | Potency, µM (titrated, usually from 9.22 µM), inactives show top-dose activation, hits mostly activators | AID 485313;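 further: potency means the concentration at half of the fitted maximal effect; % of control where 0% means no effect; nearly all actives have a fitted effect of over 60% in size; reporter is driven by a mutant NPC1 promoter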
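Huh7 cells stably carrying NPC1 promoter–luciferase, plated in Opti-MEM with 10% FBS for 2 h, were exposed to compound in DMSO for 24 h at 37 °C; luciferase reagent was added for 10 min and luminescence read.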
FLuc counter: firefly luciferase modulation, counter-screen for miR-21 project; 6.9% of 360,000 active; AID 588342; purified FLuc, Km substrates, luminescence inhibition; P08659; Potency, µM (titrated, usually from 57.5 µM), for the others: top-dose activity change, negative = inhibition, hits mostly inhibitors;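 further: potency means the concentration at half of the fitted maximal effect; plate controls were vehicle for no effect and reference inhibitor for full effect; nearly all actives have a fitted effect of over 55% in size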
Target sequence (P08659 whole entry, looked up): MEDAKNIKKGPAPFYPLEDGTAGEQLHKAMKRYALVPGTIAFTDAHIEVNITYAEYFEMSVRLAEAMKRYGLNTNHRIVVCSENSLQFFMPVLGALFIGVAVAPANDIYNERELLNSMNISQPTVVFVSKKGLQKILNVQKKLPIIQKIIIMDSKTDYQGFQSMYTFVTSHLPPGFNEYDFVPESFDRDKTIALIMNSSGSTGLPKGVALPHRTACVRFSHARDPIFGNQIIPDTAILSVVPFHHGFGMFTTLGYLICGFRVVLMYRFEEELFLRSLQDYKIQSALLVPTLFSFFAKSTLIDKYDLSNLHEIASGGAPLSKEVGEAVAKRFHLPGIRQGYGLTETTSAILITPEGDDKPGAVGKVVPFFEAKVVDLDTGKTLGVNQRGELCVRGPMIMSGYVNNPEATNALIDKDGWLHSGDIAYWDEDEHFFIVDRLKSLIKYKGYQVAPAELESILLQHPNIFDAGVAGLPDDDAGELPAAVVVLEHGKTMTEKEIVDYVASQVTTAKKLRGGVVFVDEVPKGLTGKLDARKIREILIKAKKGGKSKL
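Biochemical qHTS of compounds, final roughly 60 µM downward over six points, against 10 nM purified firefly luciferase using Km concentrations of substrates (10 uM D-luciferin, 10 uM ATP) in Tris acetate pH 7.5 buffer; luminescence output.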
KCNH2 3.1 inh: inhibitors of human KCNH2 3.1 potassium channel isoform; U2OS KCNH2 3.1, thallium flux FluxOr; hits give low values; activity change, % (tested at about 1.8 µM); 0.95% of 340,000 active; AID 720553;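 active means maximum activity change below -70%; inconclusive means maximum activity change from -70% to -50%; inactive means maximum activity change above -50%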;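 further: thallium influx rate constant from kinetic fluorescence after stimulation buffer; on the % scale 0 is the no-effect control and ±100 the full control effect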
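Measured as rate of thallium-driven FluxOr signal in transduced U2OS cells carrying the 3.1 channel, read kinetically for 2 min upon stimulation; values are rate constants scaled to DMSO control wells.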
Gal4-VP16 FLuc: inhibits Gal4-VP16 luciferase reporter, ROR gamma counter-screen. Drosophila S2 Gal4-VP16 UAS-luciferase, luminescence, 20 h. Potency, µM (top dose mostly 53.6 µM), without a hit: top-dose activity, negative = inhibition, actives largely listed as inhibitors. 3.5% of 310,000 active. AID 2546;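 further: Gal4-VP16 expression switched on by copper sulfate through the metallothionein promoter; potency means the concentration at half of the fitted maximal effect; on the % scale 0 is the no-effect control and ±100 the full control effect; nearly all actives have a fitted effect of over 50% in size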
Menin-MLL TR inh: displaces Texas Red mutant MLL peptide from human menin. AID 1768. Potency, µM (titrated, usually from 61.6 µM), inactives show at the top dose FP activity change, negative = inhibition, usual class: inhibitors. Menin + Texas Red MLL mutant peptide, fluorescence polarization. 0.23% of 270,000 active; active means well fitted inhibition curve with a large enough effect in the polarisation, with a control signal flat, not every such curve was filed as active; inconclusive means small, poorly fitted or top-dose-only effect, or effect the other way, or a change in a side signal; inactive means no such curve, though single readings can be large or run the other way; the % refers to the polarisation; further: potency means the concentration at half of the fitted maximal effect; % of control where 0% means no effect; many of its hits are not listed in these tables
Mito fusion yeast: mitochondrial division inhibition or fusion activation. AID 485298. Potency, µM (series often up to 46.1 µM), for the others: at the highest dose growth rescue (activation), most hits filed as activators. S. cerevisiae fusion-defective mutant growth rescue, CellTiterGlo 48 h. 0.23% of 320,000 active;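 further: potency means the concentration at half of the fitted maximal effect; % of control where 0% means no effect; nearly all actives have a fitted effect of over 45% in size; temperature-sensitive fusion mutants such as fzo1-1 at 37 °C on non-fermentable ethanol glycerol medium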
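Compounds are tested for their ability to restore growth of mitochondrial fusion-defective yeast strains at non-permissive 37C in YPEG medium over 48 hours. Viability is quantified by luciferase luminescence.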
ELG1 repair inh: ELG1-dependent DNA repair inhibition; HEK293T ELG1-luciferase reporter, luminescence, 16 h; DNA damage induced by 5-fluorouridine; Potency, µM (highest dose often 46.1 µM), for the others: at the top dose activity change, negative = inhibition, actives largely listed as inhibitors; 2.3% of 330,000 active; AID 504467; further: potency means the concentration at half of the fitted maximal effect; on the % scale 0 is the no-effect control and ±100 the full control effect; nearly all actives have a fitted effect of over 55% in size
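Reporter activity after DNA damage by 5-fluorouridine is monitored. Compound-treated cells incubate 16 hr at 37 °C, then ONE-Glo is added for 30 min before luminescence reading.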
Numbers without * were called inactive; ? = inconclusive; · = not tested or not shown; & = joins results of further samples; [ ] = dose if it differs, or a comment. Unless noted, the call rests on the fitted dose curve; in most records, active means well fitted curve in the direction sought with a large enough effect; inconclusive means small, poorly fitted or top-dose-only effect, or another doubt; inactive means no such curve, though single readings can be large; an effect the other way counts as inactive or inconclusive. Only part of the results is shown (hit frequency here may not be typical).

SMILES	Rab9 prom act	RORgamma inh	MBNL1-CUG inh	PKM2 activator	NPC1 prom act	FLuc counter	KCNH2 3.1 inh	Gal4-VP16 FLuc	Menin-MLL TR inh	Mito fusion yeast	ELG1 repair inh
CCc1ccc(-c2nc(CN3CCCC(C(=O)NCCc4ccc(OC)c(OC)c4)C3)c(C)o2)cc1 (centres undefined)	-7%	28%	4%	-8%	9%	-16%	-37	0%	?	-2%	?
N#CC1(NC(=O)COC(=O)CCCN=C2NS(=O)(=O)c3ccccc32)CCCCC1	15%	-24%	4%	-2%	-4%	4%	-11	-1%	·	0%	8%
NC(N)=NNC(=O)c1ccccc1Cl	0%	?	-5%[11.5 µM]	-3%	0%	3%	6	6%	8%	-3%	12%
O=C(c1cc2ccccc2o1)N(Cc1ccco1)Cc1cccs1	0%	·	·	·	-3%	2%	-11	·	·	?	0%
O=C(NCc1ccncc1)NC1CCCCC1	-6%	8%	-3%	0%	-6%	-1%	4	-2%	3%	-6%	8%
CCC(C)(C(=O)NC1CCCC1)N(C)C(=O)Cc1c[nH]c2ccccc12 (centres undefined)	-1%	16%	2%	-4%	-2%	-3%	-6	-7%[10 µM]	-13%	-3%	-4%
COC(=O)CCCCC1SCC(NC(=O)OC)C1NC(=O)OC (centres undefined)	-3%	-7%[10 µM]	-10%	-5%	0%	3%	-4	-6%	6%	0%	-6%
COc1ccccc1CNC(=O)C1CCN(S(C)(=O)=O)CC1	·	0%	3%	1%	·	2%	6	16%	-16%	-3%	·
CCCCn1c(-c2c(Cl)c(C)nn2C)n[nH]c1=S	1%	2.2µM*	0%	1%	-2%	?	2	-2%	3%	-4%	?
COc1ccc(CN(C)C(=O)c2ccc3c(=O)n4c(nc3c2)CCC4)c(OC)c1	2%	·	·	·	-1%	-1%	-8	·	·	-9%	-3%
CC(c1nnc(SCC(=O)Nc2cc([N+](=O)[O-])ccc2F)n1Cc1ccccc1)N(C)C (centres undefined)	-6%	4%	?	·	-4%	-2%	16	6%	-4%	-9%	4%
O=C(/C=C/c1ccc(F)cc1)Nc1nc2ccccc2[nH]1	0.63µM*	?	-8%	-8%	1.3µM*	?	·	?	13%	-2%	?
Cc1cc(-n2nc3ccccc3n2)c(O)c([N+](=O)[O-])c1	-5%	?	1%	1%[11.5 µM]	2%	2%	-6	?	10%	3%	?
COc1cc(NC(=O)C2CCC(CNc3c(N4CCCCC4)c(=O)c3=O)CC2)cc(OC)c1 (centres undefined)	0%	28%	8%	-3%	-2%	-2%	3	1%	14%	-3%	?
O=C(CC1C(=O)Nc2ccccc2N1CC(=O)N1CCCC1)Nc1ccc(Br)cc1 (centres undefined)	4%	·	·	·	5%	-17%	13	·	·	0%	15%
CC(C(=O)NC1C(=O)N2C(C(=O)O)=C(CSc3nnnn3C)CSC12)n1cc(Br)cn1 (centres undefined)	2%	12%	-18%	22%	9%	-1%	-11	1%	-3%	-2%	8%
O=C(COC(=O)Cc1ccc(F)cc1)NCc1ccco1	-3%	0%	-4%	-8%	-5%	3%	13	-2%	3%	4%	-3%
CCn1c(=NC(=O)C2COc3ccccc3O2)sc2c(OC)ccc(OC)c21 (centres undefined)	11%	1%	-5%	0%	3%	-6%	6	-7%	·	5%	0%
CCCc1ccc(OCC(O)CN2CCN(c3ccccc3)CC2)cc1 (centres undefined)	1%	-43%	1%	3%	-10%	3%	?	?	6%	13%	0%
CCCc1nnc(N2C(=O)c3cccc4cccc(c34)C2=O)s1	10%	-5%	?	-4%	9%	-8%	1	-3%	0%	-6%	13%
Cc1csc(SCC(=O)Nc2sc3c(c2C#N)CCC3)n1	-6%	-3%	2%	-1%	1%	?	-7	0%	13%	4%	1%
CCOc1cc(S(=O)(=O)NCc2ccccc2)ccc1F	0%	21%	0%	-1%	0%	0%	11	13%	-2%	2%	0%
O=C(CN(Cc1ccc(Br)cc1)S(=O)(=O)c1ccccc1)NCc1ccncc1	3%	-12%	0%	0%	7%	5%	-28	-8%	·	3%	-19%
Cc1cc2nc(NCCCO)n(CC(=O)c3cc(C(C)(C)C)c(O)c(C(C)(C)C)c3)c2cc1C	-2%	·	·	·	-3%	0%	-4	·	·	-34%[inhibitor]	-7%
COc1ccc(-n2c(=S)[nH]c3cc(C(=O)Nc4ccccc4OC)ccc3c2=O)cc1	-3%	1.6µM*	-9%	4%	-6%	5%	·	?	18%	0%	12%
COc1ccc(CCNC(=O)COC(=O)c2cnccn2)cc1	5%	-19%	10%	3%	-5%	-1%	-4	2%	5%[11.7 µM]	-3%	1%
COc1ccc(C2OC(=O)C(C)(C)C(=O)C2(C)C)cc1OC (centres undefined)	0%	14%	-2%	-1%	0%	-2%	1	-5%	·	-2%	1%
CC1(C)CC(=O)N(c2ccccc2)C1(C)O (centres undefined)	-9%	2%	3%	-5%	-1%	4%	-19	-4%	-1%	4%	0%
C=CCn1c(SCC(=O)C(C)(C)C)nnc1-c1cccs1	0%	34%	-16%	0%	2%	?	-14	3%	0%	1%	17%
COC(=O)[C@@H]1C[C@@H]2CC[C@@H](O)C[C@@H]2N1Cc1ccc(OC)cc1	-8%	0%&-12%	0%	-5%&0%	1%	-1%	-3	-1%&10%	14%	24%	22%
CCCCCn1cnc2sc(-c3ccccc3)cc2c1=O	2.2µM*	37%	-8%	-1%	2.5µM*	6.7µM*	-17	7%	6%	5%	?
COc1cccc(C(=O)NC2CC3CCCC(C2)N3CC(=O)Nc2ccc(N(C)C)cc2)c1 (centres undefined)	-12%	?	4%	0%	-4%	1%	-5	-15%	?	-3%	-16%
COc1ccc([C@@H]2C(C#N)=C(N)S[C@@H](c3ccccc3)[C@@H]2[N+](=O)[O-])cc1	10%	32%	-8%	12%	-8%	2%	-1	?	-12%	?	2%
COc1cccc(-c2nnc(SCc3cccnc3)o2)c1	4µM*	-38%	-11%	-20%	?	24µM*	-7	-5%	1%	11%	?
CN(c1ccc(C(=O)NCc2ccco2)cc1)S(C)(=O)=O	6%	5%	-2%	0%	-1%	-4%	-2	10%	10%	-6%	22%
CC(C)N(CC#CCC(O)(c1ccccc1)c1ccccc1)CCO	0%	-24%	1%	-4%	-6%	0%	15	-4%	-7%	-7%	8%
CCC(C)NC(=O)Nc1ccccc1F (centres undefined)	0%	27%	1%	-4%	-1%	-2%	2	5%	-2%	1%	13%
Cc1ccc(C(=O)N2CCN(Cc3nc4sc5c(c4c(=O)[nH]3)CCCC5)CC2)cc1	-2%	-18%	3%	13%	2%	-3%	-26	-16%	?	1%	-7%
O=C(NC1CCCC1)C(c1ccsc1)N(Cc1ccccc1)C(=O)Cc1cccs1 (centres undefined)	0%	24%	-5%	0%	1%	-2%	-18	0%	?	7%	-8%
Nc1cc(=O)[nH]c(SCC(=O)Nc2ccccc2Sc2ccc(Cl)cc2)n1	-1%	35%	-2%	0%	-14%	-10%	-3	?	17%	13%	?
COc1cc(C(=O)NCC(=O)Nc2c(C)cccc2C)ccc1OCc1ccccc1	1%	·	·	·	5%	-10%	9	·	·	-2%	-5%
COc1cccc(C(=O)Nc2cccc(-c3nnc(-c4ccco4)o3)c2)c1	10%	-2%	6%	5%	0%	19µM*	-15	-23%	?	11%	23µM*
Cc1cc2c(c(=O)n1Cc1ccccn1)C(c1ccc3c(c1)OCO3)C(C#N)=C(N)O2 (centres undefined)	0%	0%	-6%	3%	-1%	6%	-9	2%	1%	4%	-1%
COc1ccc(NCc2nnc(SCC(=O)Nc3cc(C(F)(F)F)ccc3Cl)o2)cc1	-3%	-20%	-1%	-2%	-2%	17µM*	0	1%	18%	0%	0%
Cc1c(-c2ccccc2)n[nH]c1C(=O)NN	?	-7%	-2%	-13%	-1%	?	-29	7%	-3%	8%	?
COC(=O)/C=C1\N/C(=N/c2nc(C)c3cc(OC)ccc3n2)NC1=O	-4%	?	-5%	-3%	-6%	?	1	?	-16%	1%	?
O=C(COC(=O)c1ccccc1-n1cnnn1)c1ccccc1	9%	·	·	·	8%	19µM*	-8	·	·	5%	?
